PREPL inhibitor – inhibits the human prolyl oligopeptidase-like enzyme | AID 2751 | actives 0.68% (n = 320,000) | recombinant PREPL, fluorescence polarization activity-based probe | inhibition, % at 5.96 µM | Q4J6C6; in the data active means inhibition above about 43%;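 further: 0% = enzyme with DMSO and 100% = wells lacking enzyme; many of its hits are not listed in these tables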
Target sequence (Q4J6C6 whole entry, looked up): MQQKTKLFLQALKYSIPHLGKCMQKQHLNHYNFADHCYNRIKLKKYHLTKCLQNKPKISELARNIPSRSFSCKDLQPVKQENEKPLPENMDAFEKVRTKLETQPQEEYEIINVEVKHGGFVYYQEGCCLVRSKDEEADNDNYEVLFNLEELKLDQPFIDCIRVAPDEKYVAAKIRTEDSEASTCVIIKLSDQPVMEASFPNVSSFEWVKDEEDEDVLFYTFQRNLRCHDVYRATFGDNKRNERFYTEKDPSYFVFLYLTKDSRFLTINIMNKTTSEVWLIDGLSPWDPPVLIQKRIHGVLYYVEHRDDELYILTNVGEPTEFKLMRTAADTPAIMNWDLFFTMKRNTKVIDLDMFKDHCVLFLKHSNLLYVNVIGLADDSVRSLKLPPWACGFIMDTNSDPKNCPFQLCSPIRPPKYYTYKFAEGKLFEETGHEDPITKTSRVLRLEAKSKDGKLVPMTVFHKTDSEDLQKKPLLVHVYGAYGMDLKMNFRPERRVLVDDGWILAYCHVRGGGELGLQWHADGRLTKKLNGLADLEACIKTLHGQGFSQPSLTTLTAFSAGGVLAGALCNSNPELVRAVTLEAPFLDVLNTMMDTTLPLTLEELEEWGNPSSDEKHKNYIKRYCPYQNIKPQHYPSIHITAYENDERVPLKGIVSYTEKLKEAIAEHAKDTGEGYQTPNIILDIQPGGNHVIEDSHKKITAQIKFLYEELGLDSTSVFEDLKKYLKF
PAD4 inh – PAD4 (human) enzyme inhibition; Q9UM07; recombinant PAD4, RCA probe fluorescence polarization; actives 0.41% (n = 330,000); inhibition, % at 6.36 µM;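 active means percent inhibition above a cutoff equal to the mean of all tested compounds plus 3 SD, cut at about 15% in these data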;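 further: 0% = PAD4 with RCA probe and DMSO and 100% = probe without PAD4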
LYPLA2 inh – counter-screen for PME1 inhibitors: inhibitors of human LYPLA2 | O95372 | actives 0.38% (n = 320,000) | recombinant LYPLA2, FP-Rh probe fluorescence polarization | inhibition, % at 5.9 µM;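 active means inhibition above the screen-wide mean plus 3 SD, limit set per campaign, cut at about 26% in these data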;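 further: 0% = LYPLA2 with DMSO and 100% = wells lacking LYPLA2 enzyme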
PAFAH2 inh – inhibitors of human PAFAH2. Q99487. actives 0.99% (n = 340,000). recombinant PAFAH2, FP-rhodamine activity probe, fluorescence polarization. inhibition, % at 3.39 µM;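 active means inhibition above the mean over all tested compounds plus 3 SD, cut at about 30% in these data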;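 further: inhibitors block probe labeling of enzyme so polarization drops; 0% = enzyme with DMSO and 100% = wells lacking PAFAH2 protein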
PAFAH1B2 inh – PAFAH1B2 (human) inhibition. P68402. recombinant PAFAH1B2, FP-rhodamine activity probe, fluorescence polarization. inhibition, % at 3.39 µM. actives 1.2% (n = 340,000);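 active means inhibition above the mean of all tested compounds plus 3 SD, cut at about 24% in these data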;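 further: 0% = enzyme with DMSO and 100% = wells lacking PAFAH1B2; many of its hits are not listed in these tables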
Target sequence (P68402 whole entry, looked up): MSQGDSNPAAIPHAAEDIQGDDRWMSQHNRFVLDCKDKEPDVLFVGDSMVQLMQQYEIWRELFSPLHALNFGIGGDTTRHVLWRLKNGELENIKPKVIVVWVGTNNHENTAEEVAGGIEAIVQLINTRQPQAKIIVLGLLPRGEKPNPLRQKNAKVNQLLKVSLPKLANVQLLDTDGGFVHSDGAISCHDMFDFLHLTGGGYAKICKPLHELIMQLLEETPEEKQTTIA
PAFAH1B3 inh – PAFAH1B3 (human) inhibition; actives 0.28% (n = 340,000); inhibition, % at 3.39 µM; Q15102; recombinant PAFAH1B3, FP-rhodamine probe, fluorescence polarization;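 active means inhibition above the screen-wide average of all tested compounds plus 3 SD, cut at about 25% in these data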;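 further: 0% = enzyme with DMSO only and 100% = wells lacking PAFAH1B3 protein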
LYPLA1 inh – counter-screen for PME1 inhibitors: inhibitors of human LYPLA1. actives 0.16% (n = 320,000). recombinant LYPLA1, FP-Rh probe fluorescence polarization. inhibition, % at 5.9 µM. O75608;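 active means inhibition above the mean of all tested compounds plus 3 SD, set per campaign, cut at about 14% in these data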;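 further: inhibitors block serine hydrolase probe labeling of LYPLA1 so polarization falls; 0% = enzyme with DMSO and 100% = wells lacking LYPLA1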
pPAFAH inh – pPAFAH (human) enzyme inhibition; recombinant pPAFAH, FP-rhodamine probe fluorescence polarization; inhibition, % at 3.39 µM; actives 1.5% (n = 330,000); AID 463082;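 active means inhibition above the mean inhibition across the screen plus 3 SD, cut at about 25% in these data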;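 further: inhibitors block binding of the rhodamine activity-based probe so polarization drops; 0% = enzyme with DMSO and 100% = wells lacking pPAFAH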
GSTO1 inh – counter-screen for RBBP9 inhibitors: inhibitors of human GSTO1; P78417; recombinant GSTO1, activity-based probe fluorescence polarization; inhibition, % at 5.96 µM; actives 1.1% (n = 300,000); AID 1974;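 active means inhibition above the campaign mean inhibition plus 3 SD, cut at about 35% in these data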;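 further: 0% = GSTO1-1 with DMSO and 100% = wells lacking GSTO1-1 enzyme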
* marks the source's active call; other numbers are inactive results; / = no result given.

SMILES,GSTO1 inh,PAFAH1B3 inh,LYPLA1 inh,PAD4 inh,LYPLA2 inh,PAFAH1B2 inh,pPAFAH inh,PAFAH2 inh,PREPL inhibitor
S=c1[nH]ncn1/N=C/c1cccc(Oc2ccccc2)c1,3,25,-1,-2,-4,17,4,6,10
Cc1ccc(CN2CCN(/N=C/c3ccc(C(F)(F)F)cc3)CC2)c(C)c1,-7,3,0,-4,0,-3,-2,-4,10
Cn1c(=O)c2ccccc2n(CC(=O)NC2CCCCC2)c1=O,8,-1,1,-4,3,-2,5,11,-9
CCn1c(SCC(=O)Nc2cccc(C)n2)nnc1-c1ccco1,7,0,-1,-1,-4,2,0,0,8
NNS(=O)(=O)c1ccc(Cc2ncc(C(F)(F)F)cc2Cl)s1,5,2,-1,3,2,8,2,8,-9
COc1cccc(/C=C2\SC(=S)N(C(C(=O)O)c3ccccc3)C2=O)c1OC (centres undefined),0,-2,2,4,3,-1,4,5,-7
O=C(Oc1c(-c2ccccc2)c(=O)n2c3c(cccc13)CC2)c1ccc(Cl)cc1,-2,7,0,5,6,-3,2,-2,9
Cc1cc(C)c2c(C)c(C(=O)NCc3ccncc3)oc2c1,7,1,0,4,0,6,1,-4,0
COc1ccc(-c2csc(N(CCCN(C)C)C(=O)c3ccc(Br)cc3)n2)cc1,9,0,-1,2,5,1,0,-4,-35
CCOC(=O)C1=C(c2ccccc2)N=C2SCC(=O)N2C1c1cccc(OC)c1 (centres undefined),-2,-1,-4,-8,-4,2,2,8,-1
O=C(COC(=O)c1nc(Cl)ccc1Cl)Nc1ccc(Cl)cn1,/,1,-5,4,1,-3,6,0,6
Cc1ccc(C(=O)N2CCN(S(=O)(=O)c3cc(Br)ccc3Br)CC2)o1,-4,7,-3,0,-1,6,8,-4,-21
CCCCOC(=O)CCc1n[nH]c(=O)[nH]c1=O,3,-6,-3,4,1,4,-2,-8,-2
O=S(=O)(Nc1ccc(S(=O)(=O)N2CCCC2)cc1)c1ccc(F)cc1,6,2,-4,-2,-6,-4,3,-3,-2
Cc1ccc(CC(CC(=O)NCCc2ccc3c(c2)OCO3)C(=O)O)cc1 (centres undefined),2,6,-2,8,-4,9,0,6,14
CC(C)OCCCN(CC(O)c1ccccc1)CC(O)c1ccccc1 (centres undefined),-2,-1,5,1,6,6,0,-2,12
CCCOc1ccc(/C(O)=C2/C(=O)C(=O)N(CCOC)C2c2cccnc2)cc1 (centres undefined),-2,/,2,-2,0,/,3,/,0
COc1cc(C)ccc1OCC(=O)Nc1ccccc1N1CCOCC1,/,11,-3,3,6,-3,6,-6,6
CCCCOc1ccc(C(=O)Nc2ccncc2)cc1,2,-3,-1,-9,9,2,-1,0,-4
COc1ccccc1C(=O)Nc1ccc(Br)c2cccnc12,-6,4,-9,-5,-13,0,3,-9,-10
O=C(c1ccc(Cl)s1)N1CCCC(N2CCN(c3ccc(F)cc3)CC2)C1 (centres undefined),2,-3,-1,2,10,-3,3,-3,-27
O=S1(=O)CCN(OCc2ccc(F)cc2Cl)CC1,-4,-1,-3,1,-4,7,-7,-2,2
Cn1c(CNC(=O)CNC(=O)Cc2ccc(Cl)cc2)cc(=O)n(C)c1=O,-2,4,-7,2,-3,6,6,-3,-9
COc1ccc2cc(C(N)=O)/c(=N\NC(=O)c3ccccc3)oc2c1,4,1,1,5,2,2,8,1,27
O=C(NNC(=O)c1cc(-c2ccc(Cl)cc2Cl)nc2ccccc12)Nc1ccccc1,-17,-28,-29,-4,-42,-17,-9,-66,-46
Cc1cccc(OCCCC(=O)Nc2ccc(S(=O)(=O)Nc3onc(C)c3C)cc2)c1,7,-1,3,-1,2,5,-7,-2,6
CCOC(=O)C1(CC2CC2)CCN(Cc2cn[nH]c2-c2cccc(F)c2)CC1,-2,6,-3,-1,-2,6,-1,9,-3
Cn1cc(CN2CCC(C(=O)Nc3cccc(-c4cccc(F)c4)c3)CC2)cn1,-2,5,-2,-5,0,0,3,-4,-29
CCN1CCN(CC(=O)c2cc(Cl)ccc2Cl)CC1,9,8,0,-5,4,-6,2,6,-1
COC(=O)C1=C(C(=O)OC)[C@@H]2Nc3ccccc3[C@@]23C[C@@H](C(=O)OC)N(C(=O)NC2CCCCC2)C3=N1,3,/,-3,2,-1,/,0,/,13
Cc1cc(C)n2nc(C(=O)Nc3ccc(S(=O)(=O)N4CCCCC4)cc3)nc2n1,7,6,-2,2,0,-3,3,3,1
CCS(=O)(=O)NCc1cn2c(C)csc2n1,9,2,-1,-4,2,4,5,9,9
CCN(CC(=O)Nc1ccc2c(c1)OCCO2)Cc1cc(=O)oc2c(C)c(C)ccc12,2,8,0,1,2,9,13,-3,-19
CC1(C)c2ccccc2N(CC(N)=O)C12C=Cc1ccccc1O2 (centres undefined),-6,-17,-2,-14,-4,-8,0,-24,3
COC(=O)CSc1nnc(-c2ccc(S(=O)(=O)N3CCC(C)CC3)cc2)o1,31,4,3,-2,1,15,-7,-10,10
CCOc1cc(C2/C(=C(/O)c3ccc(OC)cc3)C(=O)C(=O)N2CC2CCCO2)ccc1O (centres undefined),-4,/,-1,-4,-2,/,3,/,-5
CCc1nn(CC(=O)N2CCCCCC2)c(=O)c2cc3ccccc3n12,5,0,2,-1,0,4,1,4,17
CCOC(=O)C1=C(COC(=O)CNC(=O)c2ccccc2F)NC(=O)NC1C (centres undefined),1,6,4,0,-1,0,-5,2,10
O=C(/C=C/Sc1ncn[nH]1)c1ccc(Cl)cc1,5,2,0,1,0,6,8,8,7
CC(=O)N1CCN(C(=O)COC(=O)/C=C/c2ccc(C(F)(F)F)cc2)CC1,/,3,/,1,/,4,2,-5,20

Ordered by formula weight (lowest first): part of the list above
SMILES,GSTO1 inh,PAFAH1B3 inh,LYPLA1 inh,PAD4 inh,LYPLA2 inh,PAFAH1B2 inh,pPAFAH inh,PAFAH2 inh,PREPL inhibitor
CCN1CCN(CC(=O)c2cc(Cl)ccc2Cl)CC1,9,8,0,-5,4,-6,2,6,-1
CC1(C)c2ccccc2N(CC(N)=O)C12C=Cc1ccccc1O2 (centres undefined),-6,-17,-2,-14,-4,-8,0,-24,3
CCc1nn(CC(=O)N2CCCCCC2)c(=O)c2cc3ccccc3n12,5,0,2,-1,0,4,1,4,17
CC(=O)N1CCN(C(=O)COC(=O)/C=C/c2ccc(C(F)(F)F)cc2)CC1,/,3,/,1,/,4,2,-5,20
CCOC(=O)C1(CC2CC2)CCN(Cc2cn[nH]c2-c2cccc(F)c2)CC1,-2,6,-3,-1,-2,6,-1,9,-3
Cn1cc(CN2CCC(C(=O)Nc3cccc(-c4cccc(F)c4)c3)CC2)cn1,-2,5,-2,-5,0,0,3,-4,-29
CCOC(=O)C1=C(COC(=O)CNC(=O)c2ccccc2F)NC(=O)NC1C (centres undefined),1,6,4,0,-1,0,-5,2,10
COC(=O)CSc1nnc(-c2ccc(S(=O)(=O)N3CCC(C)CC3)cc2)o1,31,4,3,-2,1,15,-7,-10,10
Cc1cc(C)n2nc(C(=O)Nc3ccc(S(=O)(=O)N4CCCCC4)cc3)nc2n1,7,6,-2,2,0,-3,3,3,1
CCN(CC(=O)Nc1ccc2c(c1)OCCO2)Cc1cc(=O)oc2c(C)c(C)ccc12,2,8,0,1,2,9,13,-3,-19
O=C(NNC(=O)c1cc(-c2ccc(Cl)cc2Cl)nc2ccccc12)Nc1ccccc1,-17,-28,-29,-4,-42,-17,-9,-66,-46
CCOc1cc(C2/C(=C(/O)c3ccc(OC)cc3)C(=O)C(=O)N2CC2CCCO2)ccc1O (centres undefined),-4,/,-1,-4,-2,/,3,/,-5
COC(=O)C1=C(C(=O)OC)[C@@H]2Nc3ccccc3[C@@]23C[C@@H](C(=O)OC)N(C(=O)NC2CCCCC2)C3=N1,3,/,-3,2,-1,/,0,/,13

Continuation:
SMILES,GSTO1 inh,PAFAH1B3 inh,LYPLA1 inh,PAD4 inh,LYPLA2 inh,PAFAH1B2 inh,pPAFAH inh,PAFAH2 inh,PREPL inhibitor
CCC(C(=O)OCC(=O)Nc1cccc(S(=O)(=O)NC2=NCCCCC2)c1)c1ccccc1 (centres undefined),6,/,4,0,8,/,3,/,-5
CC(C)COP(=O)(c1ccc(N(C)C)cc1)C(O)c1ccc(Br)cc1 (centres undefined),2,15,8,-3,12,6,0,8,2
COc1ccc(/C=C/c2nnc(NC(=O)CSc3ccc(C)cc3)s2)cc1,1,-5,-2,1,2,-10,5,-1,9
COc1ccc2c(c1)nc(SCC(=O)C(C)(C)C)n2C,7,3,-1,-5,4,-1,2,6,1
COc1cc(C(=O)NCCC(=O)NCc2c(F)cc(F)cc2F)cc(OC)c1OC,5,9,1,-1,0,-2,6,2,18
O=C(COC(=O)CCc1ccc(S(=O)(=O)N2CCOCC2)cc1)NCc1ccc(Cl)cc1,1,9,-2,-6,2,3,7,3,3
Cc1nn(CC(=O)Nc2ccc(S(N)(=O)=O)cc2)c(=O)c2ccccc12,-3,1,-5,5,-2,-1,-4,-4,1
CCCc1nc(N2CCN(C)CC2)c2sc(=S)n(-c3ccccc3)c2n1,0,3,-2,-8,-10,2,1,7,-5
O=C1CCC(=O)N1CCCCCc1nc(-c2ccccc2)no1,0,7,3,-1,3,1,3,-1,1
CN(C(=O)c1ccccc1C(=O)OCC(=O)Nc1ccccc1)c1ccccc1,/,2,1,-5,0,7,4,78*,6
Cc1cccc(C)c1-n1nnnc1C1(Nc2ccccc2)CCCCC1,20,3,1,1,3,6,-2,7,9
CCCn1c(=O)c(C(=O)Nc2c(C)n(C)n(-c3ccccc3)c2=O)c(O)c2ccccc21,2,5,1,-2,11,0,4,-2,3
COc1cccc(C(=O)COC(=O)COc2c(C)cc(C)cc2C)c1,/,4,2,-5,0,1,2,9,4
COCCn1c(-c2cccc(Br)c2)nc2c(c(=O)c3ccccc3n2C)c1=O,6,2,-1,-1,-5,1,2,2,-2
CC1CCCC(NC(=S)NC(=O)c2cncc(Br)c2)C1C (centres undefined),-2,7,0,-1,-4,1,4,12,0
Cc1ccc(Cl)cc1NC(=S)N(CCN(C)C)Cc1cccs1,0,2,0,-8,14,5,1,2,2
C=CCn1c(SCC(=O)c2c(N)n(C)c(=O)n(C)c2=O)nnc1-c1ccncc1,12,5,1,1,-5,8,2,4,-8
CCOc1cc(CN2CCCC(C(=O)c3cccc(C(F)(F)F)c3)C2)ccc1O (centres undefined),5,-1,35*,-1,-1,2,0,-11,-14
O[C@@H]1[C@@H](O)C=C2CCN3Cc4cc5c(cc4[C@H]1C23)OCO5 (some centres undefined),3,1,1,-1,-2,-3,3,-5,-4
O=C(N/N=C/c1cc(Br)cc(Cl)c1O)c1ccc2c(c1)OCO2,-2,17,-4,1,-10,12,21,7,7
O=C(O)C(=O)/C(=C\c1cccc2ccccc12)c1ccc2ccccc2n1,-1,4,3,-3,7,8,13,23,7
CCCNC(=O)Cn1nc([N+](=O)[O-])c([N+](=O)[O-])c1C,1,-7,1,-3,5,6,1,2,4

Assay outcomes (PubChem)

An excerpt; count on the stated rates, not on these rows.
